HCV core dimer = HCV core protein dimerization inhibition; inhibition, % at 5 µM; 300,000 compounds, 0.33% hits; TR-FRET GST/Flag-core106 dimerization, 1536-well;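 active = inhibition above the mean of all tested compounds plus 3 SD, set per screening campaign, cut at about 45% in these data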
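System: GST/Flag-tagged HCV core106 proteins. Incubation: compound-protein-antibody incubation 4 h at 22.5 °C. Technique: HTRF with 340 nm excitation, 617/671 nm emission. Medium: KF-containing HEPES buffer, pH 7.45, DTT, CHAPS, BSA. Read-out: inhibition (%) from 671 over 617 nm ratio. Also added: Eu(K)-anti-GST 90 ng/mL plus XL665-anti-Flag 1 µg/mL.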
JMJD2C inh = human JMJD2C demethylase inhibition; Q9H3R0; GST-JMJD2C(1-420) H3K9me3 demethylation, DELFIA europium; inhibition, % at 2.35 µM; 330,000 compounds, 0.069% hits;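 active = more than half of a compound's replicate wells show inhibition beyond 50%, single wells judged on their own value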;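 also: signal counts dimethyl H3K9 product captured on neutravidin plate; 0% = median of DMSO wells and 100% = 0.3 times that DMSO median; strong numbers were not always called active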
Target sequence (Q9H3R0 1-420 limits assumed): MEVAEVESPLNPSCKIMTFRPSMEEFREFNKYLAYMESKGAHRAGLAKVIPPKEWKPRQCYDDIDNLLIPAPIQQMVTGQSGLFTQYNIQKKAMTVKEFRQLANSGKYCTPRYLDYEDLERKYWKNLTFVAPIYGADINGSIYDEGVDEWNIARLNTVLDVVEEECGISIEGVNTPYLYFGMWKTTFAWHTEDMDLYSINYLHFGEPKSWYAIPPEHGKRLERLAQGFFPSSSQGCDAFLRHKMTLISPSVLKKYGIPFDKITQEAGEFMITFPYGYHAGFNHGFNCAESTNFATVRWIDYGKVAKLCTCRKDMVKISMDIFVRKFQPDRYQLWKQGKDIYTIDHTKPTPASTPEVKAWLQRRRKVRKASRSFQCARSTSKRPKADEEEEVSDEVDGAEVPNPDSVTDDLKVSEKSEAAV
procasp7 counter = counter-screen for procaspase-3 activators: activators of human procaspase-7; P55210; recombinant procaspase-7, Ac-DEVD-pNA absorbance 405 nm; D23A/D198A/D206A triple mutant, cannot self-cleave; scale: DMSO 0, 5 µM enzyme 100; activation, % at 8.5 µM; 330,000 compounds, 0.093% hits; AID 463210;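 active = percent activation above the screen-wide mean plus 3 SD, cut at about 25% in these data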
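Test system: Procaspase-7 triple mutant (PC-7 D3A). Also added: Ac-DEVD-pNA substrate, 400 µM as added. Schedule: 1 h enzyme–compound preincubation and 2 h substrate reaction, both 25 °C. Signal: p-Nitroaniline absorbance at 405 nm, read at 0 and 120 min. Control set: low DMSO alone, high DMSO plus 5 µM PC-7.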
GRK2 aptamer HTS = blocks RNA aptamer binding to human GRK2. bead flow cytometry, FAM-aptamer displacement from GRK2. 330,000 compounds, 0.59% hits. inhibition of aptamer binding, % at 10 µM. P25098;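 active = inhibition of aptamer binding above 40%, roughly 3 SD of noise, on plates passing a quality check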;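 also: median bead fluorescence of bound FAM aptamer so fluorescent compounds give negative values; no value below 0 was filed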
Target sequence (P25098 whole entry, looked up): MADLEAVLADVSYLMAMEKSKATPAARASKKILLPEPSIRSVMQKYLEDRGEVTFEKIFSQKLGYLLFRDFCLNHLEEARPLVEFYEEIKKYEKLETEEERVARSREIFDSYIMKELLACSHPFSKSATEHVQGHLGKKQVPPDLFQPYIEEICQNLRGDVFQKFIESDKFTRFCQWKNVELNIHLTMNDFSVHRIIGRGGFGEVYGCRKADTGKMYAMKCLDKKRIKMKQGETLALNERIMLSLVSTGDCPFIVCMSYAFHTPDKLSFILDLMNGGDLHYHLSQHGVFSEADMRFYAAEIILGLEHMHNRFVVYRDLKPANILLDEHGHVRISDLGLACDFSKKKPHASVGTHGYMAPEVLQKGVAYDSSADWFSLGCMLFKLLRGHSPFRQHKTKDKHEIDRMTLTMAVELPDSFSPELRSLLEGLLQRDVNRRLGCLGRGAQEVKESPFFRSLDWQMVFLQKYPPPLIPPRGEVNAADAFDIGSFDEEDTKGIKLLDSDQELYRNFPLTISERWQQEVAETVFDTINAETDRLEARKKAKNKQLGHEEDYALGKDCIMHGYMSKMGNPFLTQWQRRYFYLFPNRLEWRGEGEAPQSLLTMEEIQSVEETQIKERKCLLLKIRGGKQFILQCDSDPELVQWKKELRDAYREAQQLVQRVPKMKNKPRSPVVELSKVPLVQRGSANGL
Fh CTSL1 inh = blocks F. hepatica cathepsin L1 in PFM18AAP counter-screen. recombinant F. hepatica cathepsin L1, Z-Leu-Arg-MCA fluorescence. inhibition, % at 5.96 µM. 300,000 compounds, 0.49% hits;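 active = inhibition above the mean of all tested compounds plus 3 SD, set per screening campaign, cut at about 17% in these data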;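 also: 0% = plate median of test compound wells and 100% = 1 µM Z-Phe-Ala-diazomethylketone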
PP1 inh = counter-screen for PP5 inhibitors: inhibitors of human PP1-alpha. P62136. purified PP1alpha, OMFP fluorescence. inhibition, % at 6.7 µM. 320,000 compounds, 0.9% hits. AID 2235;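 active = inhibition above the mean inhibition of all tested compounds plus 3 SD, computed separately for each screening campaign, cut at about 15% in these data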
PP5 inh = blocks human protein phosphatase 5 activity. 320,000 compounds, 0.18% hits. purified PP5c, OMFP substrate fluorescence. AID 1987. inhibition, % at 6.7 µM. P53041;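 active = inhibition above the campaign's mean inhibition across all tested compounds plus 3 SD, cut at about 9.5% in these data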;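 also: 0% = DMSO only and 100% = 100 µM cantharidin control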
VLA-4 inh = inhibition in a human VLA-4 binding assay. VLA-4 expressing cells, ligand binding flow cytometry. 330,000 compounds, 0.2% hits. P13612. inhibition, % (about 7 µM as worked out from the volumes in the protocol); in the data active = inhibition above about 50%
procasp3 activ = procaspase-3 (human) activation | recombinant procaspase-3 D3A, Ac-DEVD-pNA absorbance 405 nm | activation, % at 8.5 µM | 330,000 compounds, 0.11% hits | AID 463141;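 active = activation above the mean of all tested compounds plus 3 SD, cut at about 21% in these data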;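 also: 0% = DMSO alone and 100% = DMSO wells spiked with extra 5 µM PC-3 D3A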
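Test system: Procaspase-3 D3A mutant; medium: Zinc-free HEPES/NaCl buffer with 0.01% Triton X-100 at pH 7.4; reagent: DEVD-pNA substrate; doses: one concentration, 8.5 µM nominal, 0.8% DMSO; times: 1 h preincubation plus 2 h reaction at 25 °C; signal: Epi-absorbance at 405 nm of released p-nitroaniline, 0 and 120 min; replicates: singlicate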
* hit, by the source's call; . = no result given. Random draw from the library; about 2.6% have a hit in one of these screens.

SMILES	HCV core dimer	JMJD2C inh	procasp7 counter	GRK2 aptamer HTS	Fh CTSL1 inh	PP1 inh	PP5 inh	VLA-4 inh	procasp3 activ
COC(=O)c1c(NC(=O)C2C3C=CC(CC3)C2C(=O)O)sc(C)c1C (centres undefined)	1.9	57.8	6.0	4.0	3.2	-7.2	6.8	1.4	3.2
CCCCSc1nc2sc3c(c2c(=O)[nH]1)CC(C)(CC)OC3 (centres undefined)	0.6	2.2	12.7	0.0	-2.0	0.8	1.0	-1.3	1.7
Cc1nc(Nc2cccc(O)c2)c2c3c(sc2n1)CCC3	-120.3	3.6	-0.1	0.0	3.1	-3.8	0.6	3.1	-5.2
CCOC(=O)N1CCN(C(=O)c2oc3ccc(S(=O)(=O)N4CCOCC4)cc3c2C)CC1	-52.6	6.2	-3.8	1.0	-0.1	-0.5	1.9	4.5	2.5
COc1ccc(/C=C/C(=O)OCC(=O)NC2CCCCCCC2)cc1	.	-10.5	3.3	2.0	.	.	.	12.4	4.7
COc1ccc(-n2c(=O)c3ccccc3n(CC(=O)NC3CCCCC3)c2=O)c(OC)c1	6.9	2.6	9.3	0.0	-0.9	3.2	2.3	19.1	1.8
O=C(Nc1ccc(Cl)cc1)Nc1ccccc1C(=O)O	0.8	-37.3	-1.0	0.0	-1.0	-1.5	1.0	18.9	1.9
CCOc1cc(Br)cc(/C=N/NC(=O)c2cccnc2)c1O	-1.8	3.1	3.1	0.0	6.2	22.4*	2.2	22.8	6.0
CCOC(=O)c1sc(NC(=O)CCc2ccc(OC)cc2)nc1C	3.7	-7.3	5.7	1.0	2.2	5.5	0.7	8.5	-0.5
O=C(O)C1c2ccccc2C(=O)N(Cc2ccc(F)cc2)C1c1ccncc1 (centres undefined)	0.6	2.3	0.4	0.0	-8.0	-3.2	0.4	-2.2	4.3
Cc1ccc(C)c(OCc2nnc(SCC(=O)NCc3ccc4c(c3)OCO4)o2)c1	0.3	5.5	-6.0	0.0	1.7	-1.7	3.1	-4.1	7.9
CCC(CC)NC(=O)C1CCN(S(=O)(=O)c2cccs2)CC1	-0.8	-4.4	-2.7	4.0	-6.0	-2.4	1.9	-3.6	-8.2

Arranged by length of the SMILES (smallest number first): part of the list above.
SMILES	HCV core dimer	JMJD2C inh	procasp7 counter	GRK2 aptamer HTS	Fh CTSL1 inh	PP1 inh	PP5 inh	VLA-4 inh	procasp3 activ
O=C(Nc1ccc(Cl)cc1)Nc1ccccc1C(=O)O	0.8	-37.3	-1.0	0.0	-1.0	-1.5	1.0	18.9	1.9
COc1ccc(/C=C/C(=O)OCC(=O)NC2CCCCCCC2)cc1	.	-10.5	3.3	2.0	.	.	.	12.4	4.7
COc1ccc(-n2c(=O)c3ccccc3n(CC(=O)NC3CCCCC3)c2=O)c(OC)c1	6.9	2.6	9.3	0.0	-0.9	3.2	2.3	19.1	1.8

New compounds follow:
SMILES	HCV core dimer	JMJD2C inh	procasp7 counter	GRK2 aptamer HTS	Fh CTSL1 inh	PP1 inh	PP5 inh	VLA-4 inh	procasp3 activ
Nn1c(SCc2cccc(Br)c2)nnc1-c1ccncc1	0.5	2.4	0.6	0.0	-2.7	-6.9	-0.8	6.1	-11.2
CC(C)(C)C(=O)NC1CCN(S(=O)(=O)c2ccccc2F)CC1	1.6	5.5	-0.2	10.0	-3.3	1.0	-0.8	-83.4	-4.0
COc1ccc(CC(=O)NNc2ncnc3c2cnn3-c2ccccc2)cc1	8.0	9.1	4.4	0.0	-1.4	-7.2	-1.2	16.3	-0.3
Oc1c(Br)cc(Br)cc1C=Nc1ccc2c(c1)OCCO2	2.1	-34.1	3.1	6.0	-1.2	0.1	-1.5	13.6	1.6
CCN(CC)CCCNC(=O)c1cc(Sc2nnc(C)s2)nc2ccccc12	-6.5	6.1	1.9	0.0	1.4	-0.3	0.1	0.0	4.7
COc1ccc2ccn(S(=O)(=O)c3ccccc3)c2c1	-4.2	36.6	14.3	0.0	-1.1	-1.6	-0.3	-7.8	-3.3
O=C(Nc1sc2c(c1C(=O)O)CCCC2)c1ccccc1Cl	5.2	0.3	-1.4	0.0	-0.8	-1.8	-0.2	-233.2	0.8
CCOC(=O)N1CCN(c2c(NCc3cccs3)c(=O)c2=O)CC1	-10.0	3.7	2.9	3.0	0.4	-1.6	-0.5	-8.5	6.0
CCO/C(C)=C1/SC(=S)NC1=O	1.8	16.6	6.6	4.0	0.7	-3.6	1.3	12.2	-10.7
O=C(Nc1ccc(S(=O)(=O)Nc2nccs2)cc1)c1cnc(Cl)c(Cl)c1	3.8	-1.1	-1.9	3.0	-3.3	0.8	-1.8	0.6	-3.2
COc1ccc(CCNC(=O)CSC2=NS(=O)(=O)c3cc(Cl)ccc3N2)cc1OC	1.1	8.2	12.5	5.0	-2.3	-2.2	1.7	-2.2	5.9
CN(C)CCNC(=O)NC1CCCCC1	1.7	2.1	15.5	0.0	0.8	-4.2	2.2	8.7	0.5
O=C(c1sc2ccccc2c1Cl)N1CCN(c2ccccn2)CC1	3.5	1.5	0.2	0.0	-1.3	-1.9	2.1	-1.8	4.6
CCN(CC)c1nc(C(F)(F)F)nc2c1nnn2Cc1ccccc1	2.0	3.6	3.0	1.0	2.0	1.0	3.3	-2.5	-5.5
O=C1C2C(c3ccccc3)CC=CC2[C@H](c2ccc3ccccc3c2)N1Cc1ccccc1 (some centres undefined)	24.5	-2.2	10.1	1.0	2.2	6.5	1.0	24.5	11.2
CCn1c(=O)c([N+](=O)[O-])c(NCC(O)c2ccccc2)c2ccccc21 (centres undefined)	-2.6	7.0	-6.0	0.0	-0.6	1.0	-2.0	12.1	-1.9
COc1ccc(CN2CCNC(=O)C2CC(=O)O)c(OC)c1 (centres undefined)	-31.3	3.5	-12.8	0.0	6.1	1.8	-7.2	4.6	-5.2
COc1ccc(CNC(=O)C/C(C)=N/NC(=O)c2ccc([N+](=O)[O-])cc2Cl)cc1	0.0	-17.4	-1.2	1.0	2.6	-1.6	1.6	-5.5	-3.0
COc1ccc(OC)c(/C=N/NC(=O)c2ccc[n+](CC(=O)c3ccccc3)c2)c1	.	2.7	-2.4	0.0	.	3.4	2.6	-17.5	-2.7
Cc1cc(C)nc(SCc2ccc(C(=O)N/N=C/c3ccco3)cc2)n1	2.6	7.1	7.2	0.0	4.5	-1.4	0.1	9.0	2.3
COc1cccc(C(=O)O[C@@H]2[C@H](Cc3ccccc3)NS(=O)(=O)[C@H]3C[C@@H]4C=C[C@]23O4)c1	.	1.8	0.7	1.0	.	2.8	-1.5	-5.2	-0.6
CCCc1cc(C(=O)Nc2ccn(Cc3ccc(C)cc3)n2)no1	1.8	0.4	7.3	0.0	1.8	3.5	0.3	5.7	-0.8
COc1ccc(C2=NOC(C(=O)Nc3cc(Br)ccc3O)C2)cc1OC (centres undefined)	1.3	9.7	1.9	0.0	5.8	-0.9	2.8	2.5	10.5
Cc1cc(/C=N/n2cnnc2)c(C)n1-c1ccc(Cl)cc1	0.9	-0.7	-11.4	0.0	-0.6	-3.6	3.5	-0.5	5.3
CCC(C)NC(=O)c1cc2c(=O)[nH]c3ccc(C)cc3c2s1 (centres undefined)	11.8	-20.2	-0.9	6.0	9.2	7.5	1.6	11.4	-7.0
Nc1c(C(=O)NCc2ccccc2)c2nc3ccccc3nc2n1CCCN1CCOCC1	-12.3	-0.9	-5.7	2.0	3.1	4.6	4.9	9.8	3.0
CCc1ccccc1NC(=O)c1cc(=O)c2ccccc2o1	10.9	-0.8	5.4	2.0	-5.0	-3.9	2.8	8.0	-2.9
Cc1cccn2cc(-c3ccc(Cl)cc3)nc12	3.3	0.2	9.7	4.0	2.3	-0.2	0.1	3.3	-5.7
CCOc1ccc(N(C(=O)c2snc(C(N)=O)c2N)C(C)C(=O)NC2CCCCC2)cc1 (centres undefined)	6.6	-1.1	18.4	1.0	-0.5	8.3	4.3	7.7	-9.1
CCCCn1c(N)c(N(CC)C(=O)c2ccc([N+](=O)[O-])c(C)c2)c(=O)[nH]c1=O	-16.3	-14.7	-10.7	0.0	9.4	-8.2	-1.0	-8.1	2.9
Cc1ccc(S(=O)(=O)NC(=O)c2cc(C)n(-c3ccccc3)c2C)cc1	8.7	0.0	11.6	1.0	-0.4	-0.6	0.7	-17.6	6.7
Cc1ccc(C(=O)NCCC(=O)NCc2cc(=O)n(C)c(=O)n2C)cc1	2.9	12.7	6.4	0.0	2.1	0.3	-0.1	21.5	3.2
CC(C)[C@@H](CO)NC(=O)c1ccc2c3n(nc2c1)-c1ccccc1CO3	-8.6	-4.6	3.9	1.0	-4.0	-0.3	2.1	2.0	3.0
O=C(O)CCNC(=O)c1cncc(Br)c1	-9.1	-0.3	3.3	0.0	-0.1	-2.5	0.6	13.0	1.9
CCCc1cc(=O)[nH]c(SCC(=O)Nc2cccc3ccccc23)n1	2.5	-3.1	-8.5	5.0	-0.8	-2.9	1.7	6.5	7.0
COCC(=O)Nc1ccc(C)c(Cl)c1	1.0	3.5	-0.5	0.0	3.3	-3.5	0.7	-1.4	10.0
COc1ccc(NC(=O)CSc2nc(C3CC3)nc3ccccc23)c(OC)c1	2.6	-0.4	-0.3	4.0	2.2	1.0	1.6	15.0	9.1
Cc1cccc(-n2c(C)nc3c(cnn3-c3ccc(F)cc3)c2=O)c1	-4.6	-8.7	-2.8	0.0	-0.9	-1.9	2.3	-7.9	-6.7
Cc1ccccc1-n1nnnc1SCC(N)=O	-1.7	10.3	1.7	3.0	-0.4	0.5	0.0	14.7	-10.2
Cc1c(NS(=O)(=O)c2cccc3nsnc23)c(=O)n(-c2ccccc2)n1C	-9.5	1.0	2.6	2.0	4.4	-0.5	-5.6	-11.4	1.2
COc1ccccc1NC(=O)c1nnn(CC(=O)Nc2ccccc2)c1N	0.8	-0.4	6.8	0.0	-3.0	1.8	2.8	11.8	-2.8
COc1ccc(CNc2cccc(F)c2)cc1Br	-2.5	1.5	-6.2	0.0	-0.7	-0.3	2.6	-12.7	-5.5
CCCCNC(=O)O[C@@H]1C[C@@H]2CCN3C(=O)CCC[C@H]([C@H]1CC)[C@H]23	9.7	-27.9	0.1	2.0	0.5	-1.4	-0.6	36.3	1.3
COc1ccc(S(=O)(=O)Nc2cccc3c2O[C@H](CN(C)S(=O)(=O)c2ccccc2)[C@@H](C)CN([C@H](C)CO)C3=O)cc1	.	14.9	-6.9	5.0	.	.	.	2.4	9.8
COC(=O)COc1ccc2c(=O)c(Oc3ccccc3)c(C)oc2c1	1.5	-15.2	2.6	4.0	-0.5	-0.3	0.0	-5.6	11.5
CC(C)(C)C(CO)NC(=O)c1ccc[nH]1 (centres undefined)	.	2.0	5.2	4.0	.	-2.3	0.0	13.7	-0.4
CCC(Oc1ccccc1OC)C(=O)Nc1ccc2c(c1)OCO2 (centres undefined)	-8.6	-9.3	-5.0	0.0	0.6	-3.8	-0.4	-4.1	2.1

Screening data as filed in PubChem BioAssay.
